RXFP1 antag: qHTS Assay for Antagonists of the Relaxin Receptor RXFP1; Relaxin receptor 1 (Homo sapiens), Q9HBX9; HEK293-RXFP1, relaxin-stimulated cAMP HTRF, 30 min; hits give low values; activity change, negative = inhibition, % at 57.5 µM; 350,000 compounds, 0.59% hits; AID 1259400, 2018;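 active means activity change of -60% or lower, but not beyond a set lower limit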; further: on the % scale 0 is the no-effect control and ±100 the full control effect
Target sequence (Q9HBX9 whole entry, looked up): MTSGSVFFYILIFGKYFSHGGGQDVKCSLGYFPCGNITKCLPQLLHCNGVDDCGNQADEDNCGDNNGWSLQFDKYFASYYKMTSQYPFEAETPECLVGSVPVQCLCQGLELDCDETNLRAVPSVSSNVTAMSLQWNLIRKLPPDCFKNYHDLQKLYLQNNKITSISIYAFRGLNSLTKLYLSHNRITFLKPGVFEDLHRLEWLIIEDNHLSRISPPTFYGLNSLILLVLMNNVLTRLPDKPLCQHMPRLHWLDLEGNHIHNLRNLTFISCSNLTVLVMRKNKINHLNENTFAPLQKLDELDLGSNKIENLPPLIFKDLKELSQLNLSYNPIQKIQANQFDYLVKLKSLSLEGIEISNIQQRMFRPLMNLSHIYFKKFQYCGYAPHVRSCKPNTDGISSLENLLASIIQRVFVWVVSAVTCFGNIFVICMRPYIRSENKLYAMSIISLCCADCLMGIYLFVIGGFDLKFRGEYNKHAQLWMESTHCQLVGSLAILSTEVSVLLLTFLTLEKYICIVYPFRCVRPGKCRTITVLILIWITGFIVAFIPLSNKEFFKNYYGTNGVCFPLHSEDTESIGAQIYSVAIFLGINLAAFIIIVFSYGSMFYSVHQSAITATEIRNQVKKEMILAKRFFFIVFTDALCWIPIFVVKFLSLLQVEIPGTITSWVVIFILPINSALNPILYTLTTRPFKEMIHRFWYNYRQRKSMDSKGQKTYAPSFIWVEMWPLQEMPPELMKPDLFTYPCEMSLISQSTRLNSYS
D1 antag: Antagonist of Human D 1 Dopamine Receptor: qHTS | activity change, negative = inhibition, % at 10 µM | D(1A) dopamine receptor (Homo sapiens), P21728 | HEK293 TREx D1 cells, calcium flux, dopamine EC80; hits give low values | 360,000 compounds, 3.2% hits; in the data active means activity change below about -30%; further: on the % scale 0 is the no-effect control and ±100 the full control effect
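Inducible Hek293 Trex D1 cells (tetracycline, overnight, 30 C). Calcium dye 30–90 min RT. Antagonist mode: EC80 dopamine added after 180 s compound read.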
TRHR agonist: qHTS for Small Molecule Agonists and Allosteric Enhancers of Human TRH Receptor: Primary Screen for Agonists. Thyrotropin-releasing hormone receptor (Homo sapiens), P34981. activation, % at 2 µM. 360,000 compounds, 0.18% hits. TRHR cells, calcium flux fluo-8, FDSS agonist mode; further: 0% is about no effect
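TRHR-expressing cells loaded with fluo-8 calcium dye; 23 nL library compound pin-transferred, kinetic FDSS fluorescence (Ex 480/Em 530) recorded about 180 s for agonist-induced calcium release, before a 10 nM TRH EC20 addition for potentiator mode.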
D2 potentiator: HTS Assay for Positive Allosteric Modulators of the Human D2 Dopamine Receptor: Primary Screen for Potentiators | D(2) dopamine receptor (Homo sapiens), P14416 | HEK293 T-REx D2, calcium flux, EC20 dopamine potentiation | potentiation, % at 10 µM | 340,000 compounds, 0.34% hits | AID 485347, 2010;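 active means potentiation over 3 SD above the plate norm, cut at about 30% in these data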; further: 0% is about no effect
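Potentiation of an EC20 dopamine calcium response is measured in a force-coupled, tetracycline-inducible Hek293 Trex D2 line. Compound-only kinetic reads over 180 s flag agonists before dopamine addition.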
D2 antagonist: HTS Assay for Allosteric Antagonists of the Human D2 Dopamine Receptor: Primary Screen for Antagonists; HEK293 TREx D2 cells, calcium flux, dopamine EC80; inhibition, % at 10 µM; 340,000 compounds, 2% hits; AID 485344, 2010; in the data active means inhibition above about 30%; further: 0% is about no effect
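HEK293 T-REx D2 cells, tet-induced, calcium dye no-wash. Cpd pintool add, 180 s kinetic, then EC80 DA, 180 s kinetic. Ca flux read.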
D1 agonist: Allosteric Agonists of the Human D1 Dopamine Receptor: qHTS; HEK293 T-REx D1 cells, calcium flux, agonist mode; activation, % at 2 µM; 360,000 compounds, 1% hits; AID 504660, 2011; further: 0% is about no effect
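Tetracycline-induced HEK293 TREx D1 cells, force-coupled to calcium signalling, were dye-loaded with a no-wash calcium kit. Compound was pin-added after a 10 s baseline. Fluorescence was read kinetically at 1 cycle/s for 180 s, with calcium rises flagged as agonism.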
TRHR enhancer: qHTS for Small Molecule Agonists and Allosteric Enhancers of Human TRH Receptor: Primary Screen for Enhancers | Thyrotropin-releasing hormone receptor (Homo sapiens), P34981 | TRHR cells, fluo-8 calcium fluorescence, EC20 TRH enhancement | enhancement, % at 2 µM | 360,000 compounds, 0.66% hits | AID 493056, 2011; in the data active means enhancement above about 30%; further: 0% is about no effect
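Enhancer read-out: after compound pinning and an initial kinetic agonist-mode read, an EC20 of TRH (10 nM final) was injected and fluo-8 calcium signal (Ex 480/Em 530) followed at 1 s/cycle for 100 cycles in TRHR-expressing cells.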
D2 ag: HTS Assay for Allosteric Agonists of the Human D2 Dopamine Receptor: Primary Screen for Agonists; D(2) dopamine receptor (Homo sapiens), P14416; HEK293 T-REx D2 cells, calcium flux agonist mode; activation, % at 2 µM; 340,000 compounds, 0.53% hits;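 active means activation over 3 SD above normal in the single-dose calcium agonist read, cut at about 30% in these data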; further: 0% is about no effect
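HEK293 Trex D2 cells, tetracycline-induced, o/n 30 C 5% CO2; no-wash Ca dye, RT 30–90 min; 10-cycle baseline, 23 nl cpd added, kinetic Ca read 180 s; agonist hits = positive Ca response.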
D1 PAM: Potentiators of Human D1 Dopamine Receptor: qHTS; D(1A) dopamine receptor (Homo sapiens), P21728; HEK293 TREx D1 cells, calcium flux, dopamine EC20 potentiation; potentiation, % at 10 µM; 360,000 compounds, 0.036% hits; AID 504651, 2011; in the data active means potentiation above about 30%; further: 0% is about no effect
Numbers without * were called inactive; / = no result given. Unless noted, no stated cut-off is given here; in the data, active means activation above about 30%; inactive means the rest.

SMILES	RXFP1 antag	D1 antag	TRHR agonist	D2 potentiator	D2 antagonist	D1 agonist	TRHR enhancer	D2 ag	D1 PAM
COc1cc(NS(=O)(=O)c2ccc(NC(=O)c3ccc(Cl)cc3Cl)cc2)ncn1	5	7	-0.4	2	0	3	2	-0.6	8
COCC(=O)Oc1c(Sc2ccccc2[N+](=O)[O-])c(C)nn1C(C)(C)C	-15	0	-0.2	7	-6	3	5	1.0	-3
CCOc1ccccc1N(CC(=O)N1CCOCC1)S(=O)(=O)c1ccccc1	4	-1	83*	29	4	2	5	5.7	-3
COc1ccccc1NCc1cc(=O)oc2c(C)c(O)ccc12	-13	-26	-1.2	18	19	4	12	-0.3	-16
c1coc(-c2nnc3n2C2(CCCC2)Cc2ccccc2-3)c1	1	6	-0.8	/	/	-2	2	/	-2
CCOc1ccc(NC(=O)N2CCC(N3CCCCC3)CC2)cc1	-1	-1	0.7	0	/	0	7	-0.8	-2
CC(=O)Nc1ccc(NS(=O)(=O)c2ccc3[nH]c4c(c3c2)CCCCC4)cc1	/	6	3.9	-4	/	3	-8	1.4	-4
Cc1cccc(NC(=S)N2CCC(c3nc4ccccc4o3)CC2)c1	-3	-14	0.1	-3	/	12	-3	/	3
O=C(NC(=S)N1CCc2ccccc21)c1ccccc1Cl	-5	8	0.3	-3	-2	6	-2	0.6	-7
COc1cccc(C(=O)O/N=C(\N)CS(=O)(=O)c2ccccc2)c1	3	9	-0.5	-1	8	2	-11	-0.8	-2
COc1cccc(-n2c(SCC(=O)c3c[nH]c4ccccc34)nc3ccccc3c2=O)c1	0	7	-0.3	8	-3	2	3	0.6	-5
COc1ccc(OC)c2[nH]c(=O)c(CCNC(=O)c3ccc(S(=O)(=O)N(C)C)cc3)cc12	/	5	-0.4	1	2	3	2	-0.5	0
CC(C)OC(=O)C1C(=O)CC(C)(O)C(C(=O)OC(C)C)C1c1cccnc1 (centres undefined)	-3	6	0.7	-8	12	3	-5	-0.4	2
Cc1cc(Cl)ccc1OCC(=O)N(Cc1ccco1)Cc1ccccc1F	-61*	0	3.1	12	/	14	-4	0.4	4
CCOC(=O)c1c(C)[nH]c(C)c1S(=O)(=O)N1CCC(C(=O)Nc2cc(Cl)ccc2OC)CC1	/	-2	-0.2	13	/	2	12	0.1	-1
COc1ccccc1-c1nc(SCC(=O)NCc2ccc(C)cc2)c2c(=O)n(C)c(=O)n(C)c2n1	-3	-8	0.1	-3	/	0	2	1.4	-1
Cc1c(C)n(Cc2ccccc2)c2ccc(C(=O)NCCc3ccccc3Cl)cc12	-11	-6	0.3	0	/	2	-1	/	-5
Cc1ccc(OCC(=O)Nc2ccc3nc(SCC(=O)Nc4ccc(C)cc4C)sc3c2)cc1	/	-9	0.9	5	/	5	2	0.5	0
Cc1ccc2nc(NCC(N)=O)nc(-c3ccccc3)c2c1	-10	-4	-2.4	0	11	1	5	1.2	-1
COC(=O)c1cc(NS(=O)(=O)c2ccc3c(c2)CCC(=O)N3)cc(C(=O)OC)c1	19	17	0.2	5	-4	-2	0	0.4	-4

By substructure: those above containing a halogen.
SMILES	RXFP1 antag	D1 antag	TRHR agonist	D2 potentiator	D2 antagonist	D1 agonist	TRHR enhancer	D2 ag	D1 PAM
COc1cc(NS(=O)(=O)c2ccc(NC(=O)c3ccc(Cl)cc3Cl)cc2)ncn1	5	7	-0.4	2	0	3	2	-0.6	8
O=C(NC(=S)N1CCc2ccccc21)c1ccccc1Cl	-5	8	0.3	-3	-2	6	-2	0.6	-7
Cc1cc(Cl)ccc1OCC(=O)N(Cc1ccco1)Cc1ccccc1F	-61*	0	3.1	12	/	14	-4	0.4	4
CCOC(=O)c1c(C)[nH]c(C)c1S(=O)(=O)N1CCC(C(=O)Nc2cc(Cl)ccc2OC)CC1	/	-2	-0.2	13	/	2	12	0.1	-1
Cc1c(C)n(Cc2ccccc2)c2ccc(C(=O)NCCc3ccccc3Cl)cc12	-11	-6	0.3	0	/	2	-1	/	-5

(listing goes on)
SMILES	RXFP1 antag	D1 antag	TRHR agonist	D2 potentiator	D2 antagonist	D1 agonist	TRHR enhancer	D2 ag	D1 PAM
C#CCOCCOCCOCCNc1nc(N2CCN(C(=O)Cn3cc(CC(C)O)nn3)CC2)nc(N2CCN(C(=O)[C@H](C)n3cc(CCCN=C(N)N)nn3)CC2)n1 (some centres undefined)	/	-9	0.1	9	-17	-2	0	0.8	-5
Cc1ccc(O)c(C=Nc2cc(C)ccc2O)c1	-3	-35*	-0.3	/	/	4	3	/	-4
CCN1CCN(C(c2ccc(C(F)(F)F)cc2)c2ccc3cccnc3c2O)CC1 (centres undefined)	-1	10	5.5	-35	26	17	-4	1.0	6
CS(=O)(=O)Nc1cccc(S(=O)(=O)N2CCN(C(=O)c3ccccc3)CC2)c1	-5	6	-1.5	2	-2	5	0	-2.0	-2
O=C(CN(Cc1ccccc1)C(=O)CNS(=O)(=O)c1ccc(F)cc1)NCc1ccco1	-4	6	0.4	1	-29	2	-9	6.1	-3
COC(=O)c1ccc(N2C(=O)c3ccc(OC)c(OC)c3C2=O)cc1	-6	14	1.4	/	/	3	0	/	-5
O=C(CNS(=O)(=O)c1c(Cl)cccc1Cl)OCc1csc(-c2ccccc2)n1	-6	-48*	0.3	-1	5	7	-3	1.1	0
CCC1CCCCN1CCCNC(=O)C1CCC(=O)N1Cc1ccc(C)cc1 (centres undefined)	-7	0	0.4	-23	-8	2	4	1.4	-1
COc1c(Cl)cc(Cl)cc1CNCCNCC(C)O (centres undefined)	39	7	-0.9	-5	7	7	10	-0.9	-7
Cc1sc(NC(=O)c2ccco2)c(C(c2cccnc2)N2CCCC2)c1C (centres undefined)	-3	10	-1.1	-5	-6	0	-10	0.1	4
Cc1cc(C(=O)CN2C(=O)NC(Cc3c[nH]c4ccccc34)C2=O)c(C)n1C (centres undefined)	3	-4	-1.3	-1	-10	1	-5	-0.5	-9
CCc1cccc(C)c1NC(=O)CN(C)S(=O)(=O)c1ccc(-c2ccc(=O)[nH]n2)s1	16	-18	-0.3	12	5	1	0	-1.0	5
CC(=O)Nc1ccc(Nc2nnc(-c3ccc(C)c(S(=O)(=O)NCCO)c3)c3ccccc23)cc1	11	2	0.1	0	3	2	3	0.1	-4
CCn1c(CNC(=O)c2cc(OC)c(OC)c(OC)c2)cc2ccccc21	5	-24	-1.8	/	/	10	-8	/	-6
O=C(CSc1nnc(CNC(=O)c2ccco2)o1)c1ccc(Cl)cc1	0	-6	-0.3	6	-2	3	-2	0.5	-7
COc1ccc(CNC(=O)CC(C)c2ccccc2)cc1 (centres undefined)	-1	-22	0.2	-6	-7	0	3	0.1	-4
CC(CCc1ccccc1)NS(=O)(=O)c1ccccc1 (centres undefined)	11	-37*	-0.5	5	10	7	4	0.3	-3
CCN(CC(=O)Nc1ccc2c(c1)OCCO2)C(=O)c1ccc(C)c(S(=O)(=O)N2CCOCC2)c1	-3	8	-0.9	-1	-15	-1	-2	-0.5	-2
Cc1cc(-c2nc3ncccc3o2)ccc1NC(=O)c1ccc(Cl)cc1	-7	6	-0.2	-5	/	-1	4	/	-4
O=C(Cn1c(=O)oc2ccccc21)NCc1cccc(Cl)c1	0	-17	-0.2	/	/	1	4	-0.2	-4
NC(=O)c1nsc(C(=O)N(CC(=O)NC2CCCCC2)Cc2ccc(F)cc2)c1N	-21	-22	-0.3	6	-1	0	2	0.6	-6
CCOC(=O)c1c(NC(=O)COc2ccc3ccc(=O)oc3c2)sc(C(=O)N(C)C)c1C	-12	-5	0.4	-5	3	3	1	0.2	10
C=CCC(=O)N1CCCC(CO)(Cc2ccc(F)cc2F)C1 (centres undefined)	0	-2	0.4	3	-5	1	25	-1.2	-4
Cc1ccc(C(O)P(=O)(OCc2ccccc2)c2ccc(N(C)C)cc2)cc1 (centres undefined)	9	8	0.1	13	-8	1	-4	0.3	-2
Cc1c(NC(=O)/C(C#N)=C/c2ccc(-c3ccccc3Cl)o2)c(=O)n(-c2ccccc2)n1C	0	-10	-2.1	-2	6	0	-4	-1.1	-10
CC(C)(C)C(=O)N1CCN(c2ccnc3cc(Cl)ccc23)CC1	0	-5	-0.1	11	-6	4	9	-0.6	-5
COc1ccc(C(=O)COC(=O)C(Cc2c[nH]c3ccccc23)NC(=O)c2ccc(C(C)(C)C)cc2)cc1 (centres undefined)	/	-6	0.7	-3	/	5	7	/	0
CCOc1ccc(-n2c(=O)c3sc4ccccc4c3n(Cc3ccc(F)cc3)c2=O)cc1	/	7	0.3	17	/	0	8	0.0	-1
CCc1cccc(NC(=O)Cn2cccc2)c1	-5	3	-0.6	11	5	4	0	-0.1	-5
CCCc1ccc2oc(C(=O)N(C)Cc3cnccn3)c(C)c2c1	-2	5	-0.4	-2	12	3	7	1.4	-7
C=CCN1C=CC=C/C1=C1\SC(=S)N(C)C1=O	-13	-2	1.0	/	4	2	-5	-0.4	-2
Cc1nc(N)sc1-c1csc(Nc2cccc(C(=O)O)c2)n1	18	-6	0.6	6	-1	1	7	0.3	0
Cc1cc(C)c(S(=O)(=O)N2CCC(n3c(C(F)(F)F)nc4cccnc43)CC2)c(C)c1	-2	-21	0.2	7	/	0	4	0.0	-3
COc1ccc(NC(=O)CN2CCCN(S(=O)(=O)c3ccc(F)cc3)CC2)cc1	24	-17	0.0	-2	-3	4	-5	-0.2	-5
Cc1ccc(NC(=O)CSc2ncnc3ccccc23)cc1S(=O)(=O)N1CCCCCC1	5	-5	0.6	-2	-3	3	8	1.2	-4
c1ccc2[nH]c(-c3cnco3)cc2c1	-6	8	0.5	8	0	4	-4	0.7	-9
CCOc1ccc(NC(=O)CN2CCN(CC(=O)c3ccc(OCC)cc3)CC2)cc1	-12	9	-0.1	11	-11	2	3	-2.4	-3
COc1ccc(-c2cc(C(=O)OC(C)C(=O)Nc3c(C)n(C)n(-c4ccccc4)c3=O)c3ccccc3n2)cc1 (centres undefined)	8	-11	-1.3	-2	/	1	4	/	-2
Cc1cc(NC(=O)CSc2nc3ccc(Cl)cc3[nH]2)no1	-2	-6	-0.4	1	-4	2	11	0.7	5
CCc1ccccc1N1CC(c2nnc(NC(=O)c3ccco3)s2)CC1=O (centres undefined)	-5	-9	-0.4	9	/	0	2	/	1
CCOC(=O)N1CCN(C(=O)c2cc3c(-c4ccc(Cl)cc4)nn(C)c3s2)CC1	/	5	0.4	5	5	0	-6	-0.2	0
O=C(COC(=O)CSc1ccc([N+](=O)[O-])cc1)NCCc1ccccc1	-8	-34*	-0.6	12	-16	9	0	-0.1	-14

Assay outcomes as filed in PubChem.
